DT40 TDP1 CPT = growth inhibition of DT40 Tdp1-/-;hTDP1 cells with camptothecin (screen for TDP1 inhibitors). chicken DT40 Tdp1-/-;hTDP1 cells + 20 nM CPT, ATP luminescence, 48 h. Potency, µM (titrated, usually from 46.2 µM), without a hit: at the top dose activity change, negative = growth inhibition, hits mostly inhibitors. 420,000 compounds, 12% hits. AID 686979; also: nearly all actives have a fitted effect of over 55% in size
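Chicken DT40 Tdp1-/- cells complemented with human TDP1, 400 cells/well, exposed to compounds plus 20 nM camptothecin for at least 48 h at 37 C; viability read as ATP content by CellTiter-Glo luminescence.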
GCN5L2 inh = blocks human GCN5L2 histone acetyltransferase; Potency, µM (series often up to 58.9 µM), for inactives: at the top dose activity change, negative = inhibition, most hits filed as inhibitors; GCN5L2 HAT assay, ThioGlo1 CoA-SH fluorescence; Q92830; 390,000 compounds, 0.21% hits
Target sequence (Q92830 whole entry, looked up): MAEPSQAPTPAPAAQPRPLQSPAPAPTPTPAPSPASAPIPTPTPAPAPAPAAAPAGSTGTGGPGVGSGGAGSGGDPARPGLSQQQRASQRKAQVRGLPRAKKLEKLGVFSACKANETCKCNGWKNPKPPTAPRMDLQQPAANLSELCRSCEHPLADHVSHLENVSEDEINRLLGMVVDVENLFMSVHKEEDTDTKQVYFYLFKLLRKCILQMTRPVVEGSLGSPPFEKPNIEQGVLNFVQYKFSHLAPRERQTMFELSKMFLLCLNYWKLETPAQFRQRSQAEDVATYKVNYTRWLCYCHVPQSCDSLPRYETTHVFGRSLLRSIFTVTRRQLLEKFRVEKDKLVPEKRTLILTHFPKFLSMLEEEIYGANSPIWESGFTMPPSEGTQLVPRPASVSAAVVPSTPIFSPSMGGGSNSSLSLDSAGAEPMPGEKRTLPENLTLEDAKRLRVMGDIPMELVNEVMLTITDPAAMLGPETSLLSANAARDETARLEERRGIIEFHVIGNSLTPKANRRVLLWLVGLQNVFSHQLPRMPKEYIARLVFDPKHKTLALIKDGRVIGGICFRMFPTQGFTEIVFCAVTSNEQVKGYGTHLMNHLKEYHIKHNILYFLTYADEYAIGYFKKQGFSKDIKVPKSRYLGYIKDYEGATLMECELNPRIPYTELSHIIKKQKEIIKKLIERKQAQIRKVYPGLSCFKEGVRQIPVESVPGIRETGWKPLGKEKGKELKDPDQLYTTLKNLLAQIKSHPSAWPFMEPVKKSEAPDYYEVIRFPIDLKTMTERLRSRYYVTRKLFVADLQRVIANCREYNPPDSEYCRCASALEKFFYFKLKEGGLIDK
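Preincubate 20nM GCN5L2 with compound 15 min, RT → add 50uM ThioGlo1 + 75uM H3(1-25) + 70uM acetyl-CoA → read fluorescence 0 and 20 min. Primary qHTS; fluorescent artifacts likely.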
TDP1 cell noCPT = qHTS for Inhibitors of human tyrosyl-DNA phosphodiesterase 1 (TDP1): qHTS in cells in absence of CPT. DT40 Tdp1-/- hTDP1 cells, no CPT, ATP luminescence, 48 h. AID 686978, 2013. 420,000 compounds, 15% hits. Potency, µM (highest dose often 46.2 µM), without a hit: at the highest dose activity change, negative = growth inhibition, most hits filed as inhibitors; also: nearly all actives have a fitted effect of over 55% in size
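Chicken DT40 Tdp1-/- cells complemented with human TDP1, screened without camptothecin (DMSO vehicle only), 400 cells/well. Compounds pin-transferred, cells incubated at 37 °C for at least 48 hr. Growth read as ATP-dependent luminescence (CellTiter-Glo, 30 min at RT).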
* hit, by the source's call; ? = inconclusive; / = not tested or not shown. Calls follow the shape of the dose curve; as a rule, active = well fitted curve in the direction sought with a large enough effect; inconclusive = small, poorly fitted or top-dose-only effect, or another doubt; inactive = no such curve, though single readings can be large; an effect the other way counts as inactive or inconclusive. % is scaled to controls: 0 for no effect and ±100 for the full control effect; potency is read from the fitted curve at half-maximal effect.

mol	DT40 TDP1 CPT	GCN5L2 inh	TDP1 cell noCPT
CCCN1Cc2cccc(C(=O)Nc3ccccc3F)c2C1=O	?	-4%	?
Cc1ccc(C(C)C)c(OCCN)c1	-29%	-2%	?
CC(OC(=O)C1=COCCO1)C(=O)Nc1ccc(Cl)cn1 (stereo not given)	5%	-4%	-1%
Cc1ccc2c(c1)C(=O)C(=O)N2c1ccc(Cl)cc1	?	3%	?
COc1ccc(-c2oc3ccc(-c4cc(OC)c(OC)c(OC)c4)cc3c2C#Cc2ccccn2)cc1	18µM*	0%	?
O=C(Nc1cccc(Cl)c1Cl)C1CCN(c2ncccn2)CC1	-14%	-9%	-3%
COC(=O)c1cnc(Nc2nc(CN)cs2)nc1C(F)(F)F	-16%	/	?
CN1C(=O)[C@@](O)(c2cn(C)c3ccccc23)c2cc(F)ccc21	8%	/	-1%
Cc1ccc(S(=O)(=O)Oc2ccc(/C=C(/NC(=O)c3ccccc3)C(=O)NCC(=O)O)cc2)cc1	-4%	1%	-4%
Cc1nc2ccccc2c(C)c1C(=O)c1ccc(F)cc1	6%	-5%	-6%
COc1ccccc1N(CC(=O)NCCc1ccccc1)C(=O)CCC(=O)Nc1cc(C)ccn1	-18%	-3%	-26%
CCOC(=O)c1cc(C)n(Cc2ccccc2)c1C	-23%	-4%	-9%
Cc1ccccc1NC(=S)N(CCc1c(C)[nH]c2ccc(F)cc12)Cc1ccncc1	-11%	-6%	?
Cc1ccc(S(=O)(=O)N2CCCN(C)c3nc4ccccc4nc32)cc1	?	-13%	16µM*
Cc1[nH]n(-c2ccc(Cl)cc2)c(=O)c1N=Nc1cccnc1	18µM*	3%	16µM*
CC1CCN(S(=O)(=O)c2ccc(S(=O)(=O)NCc3ccco3)cc2)CC1	-20%	0%	-18%
COc1ccc(NC(=O)c2cc(=O)c3ccccc3o2)cc1Cl	-3%	-10%	-13%
O=C(CCn1cccc1)N1CCc2ccccc21	-12%	?	-4%
CCCCC1(CC(=O)OCC)C(=O)N(c2ccccc2)N(c2ccccc2)C1=O	1%	-5%	?
O=C(CSc1nc2ccccc2c(=O)n1-c1ccc(F)cc1F)c1c[nH]c2ccccc12	?	-13%	?
CC12CCC(=O)N1C(C(=O)Nc1ccc(F)c(Cl)c1)CS2 (stereo not given)	18%	2%	-27%
Cc1ccc(NC(=O)C2CCC(C(C)(C)C)CC2)cc1S(=O)(=O)N1CCOCC1 (stereo not given)	13µM*	-14%	21µM*
CCC(C)OC(=O)C1C(c2ccccc2)C(C(=O)O)C1c1ccccc1 (stereo not given)	-14%	0%	?
Cc1cccc(C)c1OCc1nc2ccccc2[nH]1	?	3%	?
CC(C)NC(=O)/C(=C\c1cccc([N+](=O)[O-])c1)NC(=O)c1ccccc1	-6%	?	1%
COc1ccc(-c2oc3ccccc3c2C#Cc2cncn2C)cc1	16µM*	-3%	18µM*
O=C(c1cccs1)N(Cc1cccc(Cl)c1)C1CCS(=O)(=O)C1 (stereo not given)	-5%	-4%	3%
O=C1c2ccccc2CN1c1ccccc1	-3%	-1%	0%
CCN(CCCNc1ncnc2nc[nH]c12)c1cccc(C)c1	18µM*	-1%	?
CC(C)OC(=O)CSc1nc(Cc2ccccc2)nc2ccccc12	6%	-7%	5%

mol	DT40 TDP1 CPT	GCN5L2 inh	TDP1 cell noCPT
CCOC(=O)Nc1nc2ccc(Cn3cccc3)cc2[nH]1	0.82µM*	/	0.58µM*
Cc1nnc(N/N=C/c2ccccc2O)n1N	-17%	?	4%
CC1(C)CC2CC(C)(CN2S(=O)(=O)c2ccccc2[N+](=O)[O-])C1 (stereo not given)	21µM*	-18%	21µM*
O=C(O)c1cc(-c2cccs2)nn1-c1cccc(Cl)c1	2%	-13%	-2%
CCc1ccc(OCC(=O)NNC(=O)c2cc3ccccc3o2)cc1	6%	1%	-15%
O=C1C2CC=C(Cl)CC2C(=O)N1CC1Cc2ccccc2CO1 (stereo not given)	?	-17%	-19%
CC(=O)Nc1ccc(C=C(C#N)c2ccc(C)cc2)cc1	8%	/	?
CCCCCCCCOC(=O)/C=C/c1c(C)[nH]c(=O)[nH]c1=O	?	-1%	7.3µM*
COc1ccc(Cl)cc1NC(=O)[C@@H]1CCCN1C(=O)c1cccs1	-1%	17%	?
CCOC(=O)C1(C)CCCN(C(=O)c2ccc(N(C)C)cc2)C1 (stereo not given)	-28%	/	-17%
Cc1cccn2c(CNCCCn3ncc4ccccc43)c(C(=O)N3CCCCC3)nc12	-12%	-3%	-8%
CCOc1ccccc1NC(=O)C1CCCN(c2ncnc3onc(-c4ccc(F)cc4)c23)C1 (stereo not given)	21µM*	-2%	23µM*
CCCCC(=O)Nc1cccc(NC(=S)NC(C)=O)c1	-3%	27%	-26%
C#CCOCCOCCOCCNc1nc(N2CCN(C(=O)[C@H](CCC(=O)O)n3cc(C(N)CO)nn3)CC2)nc(N2CCN(C(=O)[C@H](Cc3cc4ccccc4[nH]3)n3cc(C(N)[C@H](C)CC)nn3)CC2)n1 (stereo not given in full)	-4%	7%	2%
CC(=O)Nc1ccc(NC(=O)c2ccc(COc3ccc(Cl)cc3Cl)o2)cc1	16µM*	-1%	16µM*
CC(C)(C)[C@@H]1CCC(=O)N(CC[C@H](Sc2ccc(Br)cc2)c2ccccc2)CC1	18µM*	-9%	11µM*
COc1ccccc1NC(=O)C1CCN(c2cnccn2)CC1	-20%	1%	5%
Cc1ccc(-c2c(C#N)c(N)n3c(nc4ccccc43)c2C#N)cc1	21µM*	-6%	16µM*
Cc1cc(NC(=O)CSc2nc(=O)cc(N)n2-c2ccc(F)cc2)no1	12%	-18%	9%
O=C1CCCCC1	12%	-4%	0%
CC(=O)Nc1ccc(NC(=O)Cn2cnc(S(=O)(=O)N3CCOCC3)c2)cc1	-11%	4%	16%
CC(=O)c1cnn(-c2nc3c(C)cccc3s2)c1C	-12%	1%	?
COc1cc(NS(=O)(=O)c2ccc(NC(=O)/C(=C/c3ccccc3Cl)NC(=O)c3ccccc3)cc2)nc(OC)n1	6%	-11%	-10%
O=C(O)/C=C\C(=O)Nc1ccccc1C(=O)N1CCN(c2ccc(Cl)cc2)CC1	-8%	-2%	-16%
CC(C)Cc1cc(-c2ccco2)c(C#N)c(N)n1	10%	-2%	-2%
O=C1c2oc3ccccc3c(=O)c2C(c2ccc(O)cc2)N1Cc1ccc2c(c1)OCO2 (stereo not given)	0%	0%	-21%
CCOC(=O)N1CCC(N2CCOc3ccc(CN4CCC(O)(c5cccnc5)CC4)cc3C2)CC1	8%	/	-22%
CCOC(=O)c1cnc(SSc2ncc(C(=O)OCC)c(N)n2)nc1N	23µM*	?	15µM*
O=C1c2ccccc2C(c2nnnn2Cc2ccccc2)N1CCOc1ccccc1 (stereo not given)	-6%	/	-3%
C=CCN1C(=O)C2(OCCCO2)c2cccc(C)c21	18%	3%	20%

mol	DT40 TDP1 CPT	GCN5L2 inh	TDP1 cell noCPT
O=C(Cn1cnc2c(OCc3ccccc3)ncnc21)NCCN1CCOCC1	-8%	1%	-24%
COc1ccc(S(=O)(=O)N2CCC(C(=O)N3CCc4ccccc4C3)CC2)cc1OC	?	-3%	29µM*
CCCCN=C1NC(=O)C(CC(=O)Nc2ccc(Cl)cc2)S1 (stereo not given)	?	-8%	?
CCOC(=O)c1cc(NC(=O)c2ccc(C)cc2)c(=O)n2c1oc1ccc(Cl)cc12	-25%	1%	-4%
CC(C)CN1C(=O)c2ccc(NC(=O)C3CC3)cc2C1=O	-3%	-13%	12%
O=C(c1ccncc1)N1CCC[C@@]2(CCN(c3ccccc3)C2)C1	?	5%	?
CN(CC1CCOCC1)C(=O)CC1C(=O)NCCN1C/C=C/c1ccccc1 (stereo not given)	24%	-15%	-16%
Cc1ccc(-c2nc(SC(C)C(=O)N3CCCC3)n[nH]2)cc1 (stereo not given)	-24%	-1%	-20%
Cc1ccc(C(=O)NCc2nnc(SCC(=O)Nc3sc4c(c3C#N)CCCC4)n2C)cc1	-2%	-1%	?
CCC(CC)C(=O)OCC(=O)Nc1cccc([N+](=O)[O-])c1	0%	-7%	-6%
Cc1ccc(S(=O)(=O)Oc2ccccc2N2C(=O)C3C4CCC(C4)C3C2=O)cc1 (stereo not given)	-19%	-2%	-20%
COc1ccc(C(C(=O)NCC2CCCO2)N(C(=O)CNC(=O)c2ccco2)c2ccccc2)cc1OC (stereo not given)	-1%	-2%	14%
Cc1ccc(OCC(=O)NCCO)cc1C	-6%	1%	7%
CC(C)Oc1cc(F)ccc1-c1cc(C(=O)Nc2ccc(F)cc2)[nH]n1	?	/	?
COc1ccc(-c2ccc(CN3C(C)C(=O)N(Cc4cn(CCC5OCCO5)nn4)CCS3(=O)=O)cc2)cn1 (stereo not given)	?	/	21µM*
O=C(Oc1cccc(-n2cnnn2)c1)c1ccco1	-10%	4%	?
O=C(CCCc1ccccc1)NCc1ccccn1	-2%	-8%	17%
CS(=O)(=O)N(CC(=O)NCc1ccccc1)Cc1ccc(Cl)cc1	?	0%	-17%
COc1ccc(C(=O)Nc2cccnc2)cc1OC	?	-2%	?
CCCc1nc2ccc(C)cn2c1Cc1ccsc1	13µM*	/	9.2µM*
CC(C)(Oc1ccc(Cl)cc1)C(=O)N(Cc1ccccc1)c1ccccn1	?	-4%	18µM*
CC(C)Cc1nc2sc3c(c2c(=O)n1N)CC(C)(C)OC3	18µM*	-9%	10µM*
O=C(NCc1ccccc1)C(=O)NCC(c1ccco1)N1CCOCC1 (stereo not given)	-5%	0%	-13%
CCN(CC)CCNC(=O)c1ccc(NC(=O)c2ccc3c(c2)CCC3)cc1	-13%	-23%	-17%
Cc1cc(C(=O)NCc2ccc3c(c2)OCO3)c(C)o1	-5%	1%	-16%
COCCN1C(=O)CC(NNC(=O)c2ccc(S(=O)(=O)N3CCCC3)cc2)C1=O (stereo not given)	0%	7%	-2%
O=C(O)c1cn[nH]c1-n1cnnn1	-16%	-6%	5%
Cc1ccc(S(=O)(=O)N(C)C)cc1NC(=O)CN1C(=O)NC(Cc2ccccc2)C1=O (stereo not given)	-14%	-3%	-17%
C/C(=N\NC(=O)c1ccccc1F)c1ccc2c(c1)Nc1ccccc1S2	5.8µM*	-9%	23µM*
CN(Cc1ccccc1F)C(=O)CCCNC(=O)c1ccc(Cl)cc1	?	-1%	?

An excerpt from above, reduced to GCN5L2 inh and TDP1 cell noCPT.
smiles | GCN5L2 inh | TDP1 cell noCPT
Cc1ccc(S(=O)(=O)Oc2ccc(/C=C(/NC(=O)c3ccccc3)C(=O)NCC(=O)O)cc2)cc1 | 1% | -4%
CC(C)OC(=O)CSc1nc(Cc2ccccc2)nc2ccccc12 | -7% | 5%
CC12CCC(=O)N1C(C(=O)Nc1ccc(F)c(Cl)c1)CS2 (stereo not given) | 2% | -27%

Other compounds:
mol	DT40 TDP1 CPT	GCN5L2 inh	TDP1 cell noCPT
COc1ccc(NC(=O)c2ccc(OC)cc2)cc1	-12%	2%	-7%
CC(=O)c1ccc(NC(=O)C(C)Oc2ccc(N(C)S(=O)(=O)c3ccc(C)cc3)cc2)cc1 (stereo not given)	?	-9%	?
C/C(=N/OC(=O)c1c(F)cccc1F)c1nccs1	-6%	-2%	-14%
COc1ccc(OCc2cc(C(=O)NCC3(C)COC3)no2)c(Cl)c1	?	-1%	?
COc1ccc(CNC(=O)C(CC(C)C)NS(=O)(=O)c2ccc3c(c2)CCN3C(C)=O)cc1 (stereo not given)	-19%	0%	-9%
CCOc1ccc(-c2cc(C(=O)N3CCN(c4cc(Cl)ccc4C)CC3)c3ccccc3n2)cc1	-4%	1%	0%

Rewritten field by field: 2 of the compounds above
CCOc1ccc(-c2cc(C(=O)N3CCN(c4cc(Cl)ccc4C)CC3)c3ccccc3n2)cc1
  DT40 TDP1 CPT = -4% | GCN5L2 inh = 1% | TDP1 cell noCPT = 0%

COc1ccc(NC(=O)c2ccc(OC)cc2)cc1
  DT40 TDP1 CPT = -12% | GCN5L2 inh = 2% | TDP1 cell noCPT = -7%

Screening results from PubChem.
